PMI act satM6P: increases human PMI activity with near-saturating mannose 6-phosphate. P34949. coupled PMI enzyme assay, resazurin fluorescence, 20 min; hits give high values; 1 = untreated enzyme, 0 = substrate-free blank. activation factor at 20 µM. hit rate 0.34% among 190,000. AID 1216;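 active = activation factor of 2 or more at 20 µM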
Target sequence (P34949 whole entry, looked up): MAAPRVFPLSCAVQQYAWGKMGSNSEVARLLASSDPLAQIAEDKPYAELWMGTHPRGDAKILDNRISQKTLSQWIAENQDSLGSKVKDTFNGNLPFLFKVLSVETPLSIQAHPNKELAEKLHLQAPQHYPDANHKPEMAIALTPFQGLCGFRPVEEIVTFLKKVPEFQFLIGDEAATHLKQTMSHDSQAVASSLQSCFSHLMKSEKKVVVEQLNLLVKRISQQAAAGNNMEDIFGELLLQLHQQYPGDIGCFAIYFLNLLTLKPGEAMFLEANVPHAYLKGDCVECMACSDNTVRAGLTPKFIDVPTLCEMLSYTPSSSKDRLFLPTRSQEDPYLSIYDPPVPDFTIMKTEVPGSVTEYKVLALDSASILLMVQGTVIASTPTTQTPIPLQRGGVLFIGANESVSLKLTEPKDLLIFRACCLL
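assay system = human phosphomannose isomerase with PGI, G6PDH, diaphorase coupling enzymes | quantity = 15 ng/mL PMI | incubation = enzyme reaction with compound 20 min at room temperature | medium = HEPES pH 7.4 buffer with MgCl2 and Tween-20 | compound dosing = one concentration, 20 µM, in 1% DMSO | measured by = Diaphorase-driven resazurin-to-resorufin fluorescence, excitation 544, emission 590 nm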
Diaph inh CS: diaphorase inhibition or chemical oxidation counter-screen; diaphorase resazurin-to-resorufin fluorescence, NADH, 16 min; bacterial (C. kluyveri) enzyme, not human; AID 1217; inhibition, % at 20 µM; hit rate 0.69% among 190,000;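 active = primary screen inhibition at 20 µM above a set limit, cut at about 50% in these data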;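 note: plate controls were DMSO with full reaction for no effect and wells lacking NADH for full effect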
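Assay system – diaphorase enzyme from Clostridium kluyveri · Amount – diaphorase 0.14 U/mL (working solution) · Times – reaction incubation of 16 min at room temperature · Controls – No-NADH positive control and DMSO neutral control · Signal – resorufin fluorescence 544/590 nm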
Redox H2O2 prof: compounds producing H2O2 with reducing agent – biochemical, NIH compound library profiling, artefact control for MLSCN library redox annotation, primary screen; DTT-dependent redox cycling H2O2, phenol red/HRP absorbance; 100% = 100 µM peroxide control, 0% = buffer; activation, % at 10 µM; hit rate 0.03% among 200,000; AID 878;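 active = activation of at least 50% relative to the plate's high and low controls in the primary single-dose screen; inactive = activation below 50%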;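 note: compound incubated with DTT at 0.8 mM final as the reducing agent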
Lmaj promast: reduces viability of Leishmania major promastigotes; hit rate 9% among 200,000; resazurin fluorescence viability; AID 1063; inhibition, % at 10 µM;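 note: promastigotes grown with compound for 44 hours at 28 °C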
S1P3 antagonist: S1P3 (human) receptor antagonism; AID 485; hit rate 0.27% among 170,000; inhibition, % at 4.98 µM; CHO S1P3 NFAT-BLA reporter, FRET fluorescence, antagonist mode;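 active = inhibition above the plate cutoff, the mean inhibition of test wells on that plate plus 3 SD, cut at about 28% in these data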;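 note: cells challenged with S1P at its EC80 of 0.8 µM; blue over green emission ratio from cleaved BLA substrate after 4 h stimulation; 0% = S1P-stimulated wells and 100% = unstimulated DMSO-only wells; some compounds past the cut are filed as inactive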
Target sequence (Q99500 whole entry, looked up): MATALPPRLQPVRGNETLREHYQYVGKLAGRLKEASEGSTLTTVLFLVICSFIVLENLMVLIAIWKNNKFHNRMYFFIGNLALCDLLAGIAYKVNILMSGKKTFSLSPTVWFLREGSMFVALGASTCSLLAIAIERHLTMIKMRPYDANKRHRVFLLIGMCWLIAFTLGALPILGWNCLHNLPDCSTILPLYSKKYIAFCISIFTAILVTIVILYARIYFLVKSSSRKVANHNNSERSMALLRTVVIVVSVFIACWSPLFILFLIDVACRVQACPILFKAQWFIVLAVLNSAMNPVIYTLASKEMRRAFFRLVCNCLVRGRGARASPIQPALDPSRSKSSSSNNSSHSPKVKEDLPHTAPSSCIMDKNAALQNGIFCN
TLR4-MyD88 BLA: inhibitors of human TLR4-MyD88 binding | O00206+Q99836 | HeLa CL3-4 TLR4/MyD88 BLA complementation, FRET ratio | inhibition, % at 8.4 µM | hit rate 0.18% among 200,000; in the data active = inhibition above about 25%;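 note: 0% = vehicle and 100% = reference inhibitor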
G6PDH counter: counter-screen for G6PDH assay hits: L. mesenteroides G6PDH inhibition | hit rate 0.12% among 200,000 | inhibition, % at 5 µM | Purified L. mesenteroides G6PDH, diaphorase/resazurin coupled fluorescence, 45 min
Diaph act CS: counter-screen for diaphorase-based assays: diaphorase activators and chemical reducers; Diaphorase/resazurin coupled assay, resorufin fluorescence, 16 min; hits give high values; 1 = vehicle wells, 0 = NADH-free wells; activation factor at 20 µM; hit rate 0.005% among 190,000; AID 1229;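 active = diaphorase activity raised at least twofold by the compound at 20 µM; inactive = activation factor below 2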
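Material: purified diaphorase enzyme from Clostridium kluyveri / Medium: HEPES pH 7.4 buffer with MgCl2 and Tween 20 / Schedule: enzyme reaction of 16 min at room temperature / Measured by: resorufin fluorescence, excitation 544 nm, emission 590 nm / Evaluation: rise in resorufin formation, marking diaphorase activation or chemical reduction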
Hsp70 act: switches on Hsp70 transcription | HeLa Hsp70 promoter luciferase reporter, luminescence; scaled: vehicle 0, proteasome-inhibitor control 100% | hit rate 0.04% among 200,000 | activation, % at 10 µM;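 active = activation above the mean across all tested compounds plus 3 SD, cutoff set per campaign, cut at about 5.5% in these data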;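 note: 100% = MG132 at 30 µM as the positive control and 0% = DMSO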
RAM network inh: yeast RAM network inhibition. S. cerevisiae dse1pr::URA3 reporter, 5-FOA growth OD615, 2 d; analog-sensitive cbk1-as2 kinase mutant strain. AID 868. inhibition, % at 50 µM. hit rate 1.8% among 190,000;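 active = inhibition above a set limit, 3 SD over mean compound inhibition, cut at about 8.4% in these data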;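 note: 0% = DMSO-only wells with no growth and 100% = 10 µM 1-NA-PP1 full growth; inhibition rescues growth on 5-FOA so higher OD means more RAM inhibition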
PMI activator: activators of human phosphomannose isomerase; P34949; hit rate 0.005% among 190,000; AID 1214; purified human PMI, coupled resazurin fluorescence, 20 min; hits give high values; 1 = vehicle control, 0 substrate-free wells; activation factor at 20 µM;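 active = activation factor of 2 or more at 20 µM, relative to plate controls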
* marks the source's active call; other numbers are inactive results; . = no result given. Cut-off read from the data, not from the text of the source, unless noted: active = inhibition above about 50%; inactive = the rest. Compounds were not picked by outcome (roughly 12% active in at least one column).

Preview:
SMILES	PMI act satM6P	Diaph inh CS	Redox H2O2 prof	Lmaj promast	S1P3 antagonist	TLR4-MyD88 BLA	G6PDH counter	Diaph act CS	Hsp70 act	RAM network inh	PMI activator
CCOc1ccc(CN2CCN(Cc3cccn3-c3cccnc3)CC2CCO)cc1 (stereo not drawn)	1	50	-0.9	2	-14	7	4	0.5	1.2	-0.6	1
CC(Oc1ccccc1)C(=O)OCC(=O)N1CC(=O)Nc2ccccc21 (stereo not drawn)	0.8	-5	0.0	-5	-8	6	4	1	-0.2	1.4	1
Cc1ccc(C)c(/C=N/n2cc(-c3ccccc3)[nH]c2=S)c1	1	76*	-0.2	-8	-12	-3	-8	0.2	0.1	3.2	1
CC1Cc2ccccc2N1C(=O)CSc1nc2ccccc2n1CC(=O)N1CCOCC1 (stereo not drawn)	0.8	20	2.5	-1	-31	8	-10	0.8	-0.2	0.5	0.9
COc1ccc(C2C(C(=O)N3CCOCC3)CCC(=O)N2c2cc(OC)c(OC)c(OC)c2)cc1 (stereo not drawn)	1.1	6	0.7	-5	.	-7	6	0.9	0.7	1.4	1
COc1ccc2cc(CN(CCc3ccccc3)Cc3nnnn3Cc3ccco3)c(=O)[nH]c2c1	0.8	41	0.7	100*	-17	3	3	0.6	0.3	1.7	0.9
COc1cc(OC)c(C(=O)NCc2cccnc2)cc1OC	1.1	2	-0.6	-1	-18	-3	8	1	0.0	1.4	1.1
CC1CCN(C(=O)c2ccc(S(=O)(=O)Cc3cc(F)ccc3F)c([N+](=O)[O-])c2)CC1	0.8	20	-0.3	39	-4	6	5	0.8	-0.2	4.3	0.9

All compounds of this part, from the first entry:
SMILES	PMI act satM6P	Diaph inh CS	Redox H2O2 prof	Lmaj promast	S1P3 antagonist	TLR4-MyD88 BLA	G6PDH counter	Diaph act CS	Hsp70 act	RAM network inh	PMI activator
CCOc1ccc(CN2CCN(Cc3cccn3-c3cccnc3)CC2CCO)cc1 (stereo not drawn)	1	50	-0.9	2	-14	7	4	0.5	1.2	-0.6	1
CC(Oc1ccccc1)C(=O)OCC(=O)N1CC(=O)Nc2ccccc21 (stereo not drawn)	0.8	-5	0.0	-5	-8	6	4	1	-0.2	1.4	1
Cc1ccc(C)c(/C=N/n2cc(-c3ccccc3)[nH]c2=S)c1	1	76*	-0.2	-8	-12	-3	-8	0.2	0.1	3.2	1
CC1Cc2ccccc2N1C(=O)CSc1nc2ccccc2n1CC(=O)N1CCOCC1 (stereo not drawn)	0.8	20	2.5	-1	-31	8	-10	0.8	-0.2	0.5	0.9
COc1ccc(C2C(C(=O)N3CCOCC3)CCC(=O)N2c2cc(OC)c(OC)c(OC)c2)cc1 (stereo not drawn)	1.1	6	0.7	-5	.	-7	6	0.9	0.7	1.4	1
COc1ccc2cc(CN(CCc3ccccc3)Cc3nnnn3Cc3ccco3)c(=O)[nH]c2c1	0.8	41	0.7	100*	-17	3	3	0.6	0.3	1.7	0.9
COc1cc(OC)c(C(=O)NCc2cccnc2)cc1OC	1.1	2	-0.6	-1	-18	-3	8	1	0.0	1.4	1.1
CC1CCN(C(=O)c2ccc(S(=O)(=O)Cc3cc(F)ccc3F)c([N+](=O)[O-])c2)CC1	0.8	20	-0.3	39	-4	6	5	0.8	-0.2	4.3	0.9
CSc1nncn1/N=C/c1ccccc1F	1.1	9	-0.7	0	.	7	12	0.9	-0.2	0.1	1.1
Cn1c(=O)oc2cc(S(=O)(=O)N3CCCC(C(=O)Nc4nccs4)C3)ccc21 (stereo not drawn)	1	12	-0.9	1	.	-4	-3	0.9	-0.4	7.2	1
Cc1nn(Cc2ccc([N+](=O)[O-])cc2)c(=O)n1-c1ccccc1Cl	1.1	1	-1.6	-5	-2	11	4	1	-0.3	-0.8	1.2
COc1ccc(C(C(=O)NC(C)(C)C)N(CC2CCCO2)C(=O)CCC(=O)Nc2cc(C)on2)cc1 (stereo not drawn)	1	-4	0.0	0	.	3	3	1	-0.2	-0.5	1.1
COc1ccccc1NS(=O)(=O)c1cc(NC(=S)NCCN2CCOCC2)ccc1N1CCOCC1	1.1	4	-0.2	6	-20	8	2	1	-0.2	0.1	1
Cc1cc(C)cc(NC(=S)/N=C(\N)Nc2nc(C)c3ccccc3n2)c1	1	12	0.7	17	-7	-5	-32	0.9	-0.3	1.9	0.9
CC(=O)N(C)c1ccc(NC(=S)NCC(C)C)cc1	1	-15	-1.1	-4	-13	-19	3	1.2	0.1	-1.0	1.1
COC(=O)c1ccccc1NC(=O)c1ccc(Cn2cc(Cl)cn2)o1	1	9	1.9	-3	.	-5	-1	0.9	-0.3	3.8	1
CCOC(=O)N1CCC2(CC1)CC(=O)c1cc(O)ccc1O2	0.9	16	2.4	0	2	12	5	0.8	0.4	1.8	0.9
Cc1ccc2nc(NC(=O)c3cccc(-c4cc5ccccc5oc4=O)c3)sc2c1	1	9	1.0	-2	.	-12	5	0.9	-0.4	4.0	1.1
CCCN1C(=O)C(NC(=O)c2ccncc2)(C(F)(F)F)C2=C1CC(C)(C)CC2=O (stereo not drawn)	1	15	0.1	-8	-23	1	4	0.8	-0.5	1.2	1
O=C(Nc1ccccc1-c1ccccc1)c1ccc(Br)o1	1	12	0.0	14	.	-9	12	0.9	-0.1	5.6	1
C[C@@H]1NC(=O)c2cc([N+](=O)[O-])cc(I)c2OCC[C@@H](C(N)=O)NC(=O)[C@H](CCCCN)NC1=O	1.2	0	0.1	14	0	-16	13	1	-0.5	-0.1	1.3
N#Cc1c(=O)c2nc(NCCCO)ncc2n2c(=O)c3ccccc3[nH]c12	0.6	46	-0.4	-6	12	7	7	0.5	0.1	3.5	1.1
O=C(OCC(=O)N1CCN(C(=O)c2ccco2)CC1)c1ccccc1O	1	10	0.1	-2	.	10	-1	0.9	-0.7	2.0	1
Nn1c(Cc2cccc3ccccc23)nnc1SCCOc1ccc(Br)cc1	1	2	-0.1	9	6	-9	12	1	0.2	5.7	0.9
O=C(Nc1ccc(F)cc1)c1cccnc1NCCc1ccccc1	1.1	16	0.0	6	4	6	-8	0.8	-0.3	-0.8	1
Next section.
SMILES	PMI act satM6P	Diaph inh CS	Redox H2O2 prof	Lmaj promast	S1P3 antagonist	TLR4-MyD88 BLA	G6PDH counter	Diaph act CS	Hsp70 act	RAM network inh	PMI activator
O=C(c1cc([N+](=O)[O-])ccc1Cl)N1CCN(Cc2ccc3c(c2)OCO3)CC1	1	-2	-0.4	14	-18	-10	5	1	0.6	0.0	1
Cn1nnnc1SCC(=O)NC1CCCCC1	0.8	10	0.1	-14	-63	6	28	0.9	-0.3	1.5	0.9
CN(C)CCCSc1nc(-c2ccccc2)nc2c1CCC2	1.1	6	0.2	26	-14	0	-3	0.9	-0.2	1.0	1
Cc1ccc(OCc2ccc(C(=O)Nc3nccs3)o2)cc1	1.1	12	0.3	-2	-6	-8	2	0.9	1.0	2.5	1.2
COc1ccc(C2(C)NC(=O)N(CC(=O)Nc3ccc(S(=O)(=O)N4CCCC4)cc3)C2=O)cc1 (stereo not drawn)	1	16	-0.6	4	15	-15	4	0.8	-0.3	0.8	1
CCSC1=C(C#N)C2(CCCCC2)C2=C(CC(C)(C)CC2=O)N1	1	16	-0.8	22	-14	-11	3	0.8	-0.3	1.8	1
CCOC(=O)c1ccc(NC(=O)CSc2nc3c(c(=O)n2-c2ccccc2OC)SCC3)cc1	0.9	22	.	.	-48	.	-31	0.8	.	.	0.9
COc1cccc(C2C(C(=O)Nc3ccc(C)cc3C)=C(C)Nc3ncnn32)c1OC (stereo not drawn)	0.9	6	1.3	-4	-29	-14	0	0.9	-0.3	1.4	1
COc1ccc(Cl)cc1N/C(N)=N/c1nc(C)cc(=O)[nH]1	0.9	9	2.6	-3	3	-8	8	0.9	-0.3	1.1	1
Cc1ccc(N2CC(C(=O)OCc3ccc([N+](=O)[O-])cc3)CC2=O)cc1 (stereo not drawn)	1.1	-2	0.3	-5	.	-23	1	1	0.0	-1.3	0.9
O=C(O)C(c1ccccc1)C(c1ccccc1)c1ccccc1 (stereo not drawn)	1	16	0.3	-3	1	3	1	0.8	0.1	2.0	1.1
Clc1cccc(Oc2ncccn2)c1	0.9	12	0.0	50*	-11	3	7	0.9	-0.4	0.9	0.9
CC(C)Cc1ccc(S(=O)(=O)N2CCCC2)cc1	0.9	15	0.2	-3	.	5	3	0.8	-0.4	0.1	0.9
CC(O)C(NS(=O)(=O)c1ccc(Cl)cc1)C(=O)OCc1nnc(-c2ccccc2)o1 (stereo not drawn)	1	0	2.0	1	.	5	8	1	-0.2	1.1	1.3
COc1ccc(S(=O)(=O)N2CC3CCCN3c3cc(C(F)(F)F)ccc32)cc1 (stereo not drawn)	0.9	16	-1.1	2	.	2	5	0.8	-0.3	3.5	0.9
CCOC(=O)c1cnc(/N=C/N(C)C)s1	1	-6	-1.3	3	-21	-4	5	1.1	-0.1	1.4	1
CCc1nnc(NC(=O)CSc2ccc(-c3ccco3)nn2)s1	0.8	18	-0.5	-8	4	-1	8	0.8	-0.3	-0.4	1
CC(C)C(OC(=O)c1cccs1)C(=O)NCc1cccs1 (stereo not drawn)	1.1	-12	-0.2	12	-2	10	6	1.1	-0.1	1.3	1
O=C(Cn1c(NCCO)nc2ccccc21)c1ccccc1	1	4	0.4	16	-7	-16	3	1	-0.7	0.7	1.1
CCN1CCCC(OC(=O)c2cc(-c3ccc(C)cc3)nc3ccccc23)C1 (stereo not drawn)	1.2	-8	0.2	84*	13	-12	3	1.1	0.2	0.8	1.3
COC(=O)CC1=C(C(=O)OC)C(c2ccc3c(c2Cl)OCO3)C(C#N)=C(N)O1 (stereo not drawn)	0.8	22	2.5	8	.	2	2	0.8	0.0	0.7	0.8
c1cn(CCCNc2ncnc3nc[nH]c23)cn1	0.9	6	-0.5	0	-12	-7	-14	0.9	-0.2	1.3	0.9
CSc1ccccc1NC(=O)c1ccncc1	1	10	-1.0	-4	-14	-2	7	0.9	-0.5	-0.4	0.9
O=C(NNc1nc2c(F)cc(F)cc2s1)C1COc2ccccc2O1 (stereo not drawn)	0.9	16	0.0	-2	-19	-12	8	0.8	0.4	3.6	0.9
CCN1CCN(C(=O)Nc2ccc(OC)cc2OC)CC1	0.7	10	-1.1	-7	-18	-5	22	0.9	0.2	1.4	0.8

From PubChem BioAssay
